# ERK EGF inh = EGF-driven ERK pathway inhibition; Potency, µM (top dose mostly 11.5 µM), for inactives: at the highest dose activity change, negative = inhibition, hits mostly inhibitors; HEK293-V1b, EGF-stimulated phospho-ERK AlphaScreen; 130,000 tested, 0.41% active; active = well fitted inhibition curve with a large enough effect; inconclusive = small, poorly fitted or top-dose-only effect, or effect the other way;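 note: plate controls were stimulated vehicle wells for no effect and unstimulated vehicle basal for full effect; nearly all actives have a fitted effect of over 55% in size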
#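 V1b-HEK293, 1% FBS o/n; cpd 30 min 37C; EGF 25 nM final, 5 min; lyse 10 min; AlphaScreen beads 5 h RT. Normalized DMSO basal vs EGF max; Hill AC50.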
# * marks the source's active call; other numbers are inactive results; ? = inconclusive; [ ] = remark or other dose. Potency is the fitted concentration of half-maximal effect.
SMILES,ERK EGF inh
CC(=O)Oc1ccc(C(=O)O)cc1OC(C)=O,-9%[57.5 µM]
CCOc1ccc(C(=O)OCC(=O)NC(C)C)cc1,9%
Cc1ccc(C2=C/C(=C/c3cccs3)C(=O)O2)cc1,10%
Cn1cnnc1SCC(=O)Nc1cc(S(=O)(=O)N2CCCCCC2)ccc1Cl,9%
CN(C)c1ccc(CNC(=O)[C@@]2(C)C=C[C@@H](Cc3ccccc3)N2C)cc1,0%
COc1ccc(/C=C/C(=O)N2CCN(c3ccccc3)CC2)cc1S(=O)(=O)N1CCOCC1,?
CCCn1nnc(NC(=S)NC(=O)/C=C/c2ccco2)n1,6%[57.5 µM]
Cc1ccc(-c2cc(C(=O)Nc3cc(C)on3)no2)cc1,0%
COc1ccc(C2Oc3cc(OC)cc(OC)c3CC2O)cc1 (stereo not drawn),16%
O=C(C1=NN[C@@H]2C(=O)N(c3ccccc3C(F)(F)F)C(=O)[C@H]12)C(c1ccccc1)c1ccccc1,1%
NS(=O)(=O)c1ccc(NC(=O)COC(=O)c2cn(-c3ccccc3)nc2-c2ccccc2)cc1,-13%[57.5 µM]
CC(=O)NN1C(=O)c2ccc(Oc3ccc4c(c3)C(=O)N(NC(C)=O)C4=O)cc2C1=O,-17%
Cc1onc(-c2c(Cl)cccc2Cl)c1C(=O)N1CCSCC1,1%[57.5 µM]
COc1ccccc1NC(=S)N(Cc1ccccc1)Cc1cccnc1,0%
Cc1nnc(SCc2nc3sc4c(c3c(=O)[nH]2)CCCC4)[nH]c1=O,-2%
Cc1ccc(/C=N/NC(=O)c2c(-c3ccccc3)noc2C)o1,-1%
Cn1c(/C(C#N)=C/c2ccncc2)nc2ccccc21,-8%
Cc1ccsc1/C=N/NC(=O)Cc1ccc(Cl)cc1,-17%[57.5 µM]
CCOC(=O)N1CCN(S(=O)(=O)c2ccc(C(=O)Nc3nnc(CSC)o3)cc2)CC1,0%
CC1(c2nnc(-c3ccccc3)o2)CC(c2ccc(F)cc2)=NO1 (stereo not drawn),0%[57.5 µM]
Cc1ccc(NC(=O)c2ccc(Nc3ccccc3F)nc2)cc1,-4%
CCCN(CCC)CC(O)CN1C(=O)N(CN2C(=O)N(CC(O)CN(CCC)CCC)C(=O)C2(C)C)C(C)(C)C1=O (stereo not drawn),6%
COc1ccc(C[C@@H]2c3cc(OC)c(OC)cc3CC[N@+]2(C)CCC(=O)OCCCCCOC(=O)CC[N@@+]2(C)CCc3cc(OC)c(OC)cc3[C@H]2Cc2ccc(OC)c(OC)c2)cc1OC,-1%[25.7 µM]
CCc1ccc(CN(C)C(=O)CCc2nnc(COc3ccccc3)o2)cc1,1%
O=[N+]([O-])c1cccc(/C=N/Nc2nc(NCc3ccccc3)nc(N3CCOCC3)n2)c1O,?
Cc1cc(=O)cc(C)n1-c1ccc(Cl)cc1,0%
Cn1c(N)c(C(=O)CSc2nc3ccccc3[nH]2)c(=O)n(C)c1=O,5%[57.5 µM]
Cc1ccc2cc3cc(C(=O)N4CC(C)CC(C)C4)oc3nc2c1 (stereo not drawn),?
Cc1ccc(N/C=C(\[N+](=O)[O-])S(=O)(=O)c2ccccc2)cc1,3%
O=c1c2ccccc2nnn1Cc1cccc2ccccc12,8%[57.5 µM]
CC1(C)Cc2nc(-c3ccccc3)nc(SCC(O)CO)c2CO1 (stereo not drawn),?
Cc1ccc(C)c(NC(=O)CN(C)C(=O)/C=C/c2ccco2)c1,-9%
C/C=C/C(=O)N1CC2(CC(c3cccc(NC(=O)/C(C)=C/C)c3)=NO2)C[C@H]1C(N)=O (stereo partly drawn),7%[57.5 µM]
Cc1ccc(Sc2ccc(CN3CCCC3)cc2[N+](=O)[O-])cc1,6%
C#CCOCCOCCOCCNc1nc(N2CCN(C(=O)Cn3cc(CCCN=C(N)N)nn3)CC2)nc(N2CCN(C(=O)[C@H](C(C)C)n3cc(CCO)nn3)CC2)n1,-13%
O=C(/C=C/c1ccco1)OCn1nnc2ccccc2c1=O,-4%
Cc1ccccc1C(=O)NC1CCN(Cc2nnnn2C(C)(C)C)CC1,4%
CN(C)CCn1c(=N)n(CC(O)c2ccc(Cl)c(Cl)c2)c2ccccc21 (stereo not drawn),-2%
NC(=O)C1=C[C@@H](c2csc3ccccc23)C[C@@H](OCCCCO)O1,-9%[57.5 µM]
N#CCSc1nc2ccccc2c(=O)n1C1CCCCC1,4%
C/C(=N/Nc1nc(-c2ccccc2)c(CC(=O)O)s1)c1ccccc1,5%[57.5 µM]
O=C(Nc1cc(Cl)ccc1N1CCOCC1)c1ccc2c(c1)OCCO2,1%
Cc1ccc2c(c1)-c1ncc(C(=O)c3cc(Br)ccc3O)cc1CO2,?
O=C(COc1ccc(OCc2ccccc2)cc1)NN=C1CCCC1,8%
Cc1cnc(NC(=O)CSc2nnc(N)s2)s1,0%
Cc1ccc(-c2nn(-c3ccccc3)cc2CN(C)C(=O)CCC(=O)O)cc1C,0%
O=C1c2cccc3cccc(c23)C(=O)N1c1ccccn1,-8%[57.5 µM]
Cc1cc(C)c(-c2cc(C)nc3ncnn23)c(C)c1,1%
CC(C)[C@@H]1NC(=O)c2cc([N+](=O)[O-])cc(I)c2NCC[C@@H](C(N)=O)NC(=O)[C@H](CO)NC1=O,0%
O=C(O)CSc1nnc(CSc2nc3ccccc3s2)n1-c1ccccc1,4%
N#Cc1c(Nc2ccc(Cl)cc2)s[nH]c1=O,-9%[57.5 µM]
CCOn1c(=O)c(=O)n(O)c2ccccc21,9%
CC(=O)c1cccc(NC(=O)NC2CCCc3ccccc32)c1 (stereo not drawn),-10%
CC1=[N+]([O-])C(C)(C)N(O)C1(C)C,8%[57.5 µM]
Cc1ncn(C23CC4CC(CC(C4)C2)C3)n1,5%
O=C(Nc1cccc(Cl)c1)C1C2CCC3C(CCC21)C3(Cl)Cl (stereo not drawn),-3%
O=C(O)c1cc2nccc(-c3ccco3)n2n1,3%[57.5 µM]
CCOc1ccc(CNC(=O)c2ccc(Sc3ccc(C)cc3)c(NC(C)=O)c2)cc1,0%
CCOc1ccc2c(c1)C(N(CCN1CCOCC1)C(=O)Nc1ccccc1)CC(C)(C)O2 (stereo not drawn),-6%
CN1C(=O)C(O)(CC(=O)/C=C/c2ccco2)c2ccccc21 (stereo not drawn),0%

# Looked up above.
# CC(=O)c1cccc(NC(=O)NC2CCCc3ccccc32)c1 (stereo not drawn) in ERK EGF inh reads -10%
# O=C(O)CSc1nnc(CSc2nc3ccccc3s2)n1-c1ccccc1 in ERK EGF inh reads 4%

# Other compounds.
SMILES,ERK EGF inh
Cc1nn(-c2ccccc2)c(Cl)c1/C=C(\C#N)C(=O)NC(C)C,?
O=C(N/N=C/c1ccccc1OCc1ccccc1)c1cccnc1,-5%
O=C(CSc1nnnn1-c1ccccc1)Nc1ncc2c(n1)CC(c1ccco1)CC2=O (stereo not drawn),0%[57.5 µM]
O=C(Nc1ccc2nc(-c3ccco3)[nH]c2c1)c1cccs1,4%
C/C(=N/NC(=O)c1ccccc1)C(=O)O,-6%
C/C(=N\NC(=O)c1cccc(Cl)c1)C1C(=O)c2ccccc2C1=O,13%
CCC(C)N(CC(=O)Nc1cccc(C)c1C)C(=O)CCl (stereo not drawn),-2%
CS(=O)(=O)n1nc(-c2ccc(Cl)cc2)nc1N,-5%
CC(=O)c1ccc(NC(=O)Nc2ncn(Cc3cccc(C)c3)n2)cc1,14%
C=CCc1cc(C=O)cc(OC)c1OCc1ccc(C(=O)O)cc1,7%
CNC(=O)/C(=C/c1ccc2c(c1)OCO2)NC(=O)c1ccc(Br)cc1,1%
COc1ccccc1NC(=O)CCN1C(=O)c2ccccc2S1(=O)=O,-8%
CCc1cccc(NC(=O)Cc2ccc([N+](=O)[O-])cc2)c1,3%
CCn1c(SCC(=O)N/N=C/C=C/c2ccco2)nnc1-c1ccc(OC)cc1,23%
CCN(CC)S(=O)(=O)c1ccc(N2CCOCC2)c(NC(=O)C2COc3ccccc3O2)c1 (stereo not drawn),-4%
N#CC(CO)(Cc1ccc(OC(F)F)cc1)c1nc2ccccc2[nH]1 (stereo not drawn),-4%
CC(NCc1ccc(S(N)(=O)=O)cc1)C(=O)Nc1ccc([N+](=O)[O-])cc1Cl (stereo not drawn),1%
CN(C)/C=C/c1onc(-c2c(F)cccc2Cl)c1C#N,-3%
CSc1ccc(/C=N/Nc2cccc(C(=O)O)c2)cc1,3%
CCOC(=O)c1c(C)c(C(=O)OCC)n(C)c1C,-1%[57.5 µM]
O=c1ccnc2n1COCS2,-2%[57.5 µM]
O=S(=O)(c1ccccc1)N1CCC2(CCCN(c3ccccn3)C2)CC1,-2%
COc1ccc(/C=N/Nc2cc(N(C)C)nc(N(C)C)n2)cc1,1%
COc1cccc(-c2nc(=S)c3c(o2)CCCC3)c1,-6%

# Entries shown so far that have a furan ring, fused or not, in the order listed:
SMILES,ERK EGF inh
CCCn1nnc(NC(=S)NC(=O)/C=C/c2ccco2)n1,6%[57.5 µM]
Cc1ccc(/C=N/NC(=O)c2c(-c3ccccc3)noc2C)o1,-1%
Cc1ccc2cc3cc(C(=O)N4CC(C)CC(C)C4)oc3nc2c1 (stereo not drawn),?
Cc1ccc(C)c(NC(=O)CN(C)C(=O)/C=C/c2ccco2)c1,-9%
O=C(/C=C/c1ccco1)OCn1nnc2ccccc2c1=O,-4%
O=C(O)c1cc2nccc(-c3ccco3)n2n1,3%[57.5 µM]
CN1C(=O)C(O)(CC(=O)/C=C/c2ccco2)c2ccccc21 (stereo not drawn),0%
O=C(CSc1nnnn1-c1ccccc1)Nc1ncc2c(n1)CC(c1ccco1)CC2=O (stereo not drawn),0%[57.5 µM]
O=C(Nc1ccc2nc(-c3ccco3)[nH]c2c1)c1cccs1,4%
CCn1c(SCC(=O)N/N=C/C=C/c2ccco2)nnc1-c1ccc(OC)cc1,23%

# Continuation.
SMILES,ERK EGF inh
CCC(C)/C(C)=N/NC(=O)C1COc2ccccc2O1 (stereo not drawn),10%
COc1ccccc1NC1=C(Cl)C(=O)N(c2ccccc2)C1=O,4%
COc1cc(C(C)=O)ccc1OC(=O)c1cc2cccc(OC)c2oc1=O,-5%
Cc1cccc(CNc2ncnc3ccc(-c4ccc5c(c4)OCO5)cc23)c1,?
O=S(=O)(c1ccc2ccccc2c1)N(CC1CO1)c1ccccc1 (stereo not drawn),1%
COc1cc(/C=N/NC(=O)Cc2ccc(Br)cc2)cc(OC)c1O,2%
CC(C)C(=O)Nc1sc2c(c1C#N)CCCCC2,4%
O=C(CC1C(=O)NCCN1Cc1c(F)cccc1Cl)NCCc1ccccn1 (stereo not drawn),-1%
CC(C)(C)C(=O)Nc1cc(C(F)(F)F)ccc1-n1ccnc1,0%
CCCC(=O)NNC(=O)c1ccoc1C,4%
Cc1ccccc1C1(CCN2CCCCC2)CCOC(C)(C)C1 (stereo not drawn),0%
CCOc1cc(N2CCOCC2)c(OCC)cc1NC(=O)c1ccco1,5%[57.5 µM]

# 4 compounds from above, ordered by length of the SMILES, lowest first.
SMILES,ERK EGF inh
CCCC(=O)NNC(=O)c1ccoc1C,4%
COc1ccccc1NC1=C(Cl)C(=O)N(c2ccccc2)C1=O,4%
COc1cc(/C=N/NC(=O)Cc2ccc(Br)cc2)cc(OC)c1O,2%
Cc1cccc(CNc2ncnc3ccc(-c4ccc5c(c4)OCO5)cc23)c1,?

# (more compounds)
SMILES,ERK EGF inh
Cc1cc(C)c2c(-n3cccc3)c(C(=O)O)sc2n1,14%[57.5 µM]
C[C@H](NC(=O)c1ccco1)C(=O)NCCc1ccc(S(N)(=O)=O)cc1,1%[57.5 µM]
CC1(C)S[C@@H]2[C@H](NC(=O)[C@@H](N)c3ccc(O)cc3)C(=O)N2[C@H]1C(=O)O,7%[25.7 µM]
Cc1nn(Cc2ccccc2Cl)c(Cl)c1C(=O)NCCc1ccccc1,2%
CCOCCCNC(=O)CN1C(=O)/C(=C/c2ccccc2C)Sc2ccccc21,1%
Cc1cccc(C)c1NC(=O)CCCCCC1NC(=O)NC1C (stereo not drawn),1%
Cn1ncc(C(N)=O)c1NC(=S)NC(=O)c1ccc(Br)o1,-9%
COc1ccccc1CNC(=O)CSC1=NCCS1,1%
C#CCOCCOCCOCCNc1nc(N2CCN(C(=O)[C@H](CCCCN)n3cc([C@@H](N)CC(C)C)nn3)CC2)nc(N2CCN(C(=O)[C@H](Cc3ccc(O)cc3)n3cc([C@@H](N)CC(C)C)nn3)CC2)n1,-2%[57.5 µM]
Cc1oc2nc(SCC(=O)N3CCCCC3)nc(N)c2c1C,-6%
CCOC(=O)C1=C(CN2CC(C)CC(C)C2)NC(=O)NC1c1ccc2c(c1)OCO2 (stereo not drawn),-3%
Cc1ccc2nc(-c3cccc(NS(C)(=O)=O)c3)cc(-c3ccccc3)c2c1,5%
O=C(CNC(=S)N(CCCN1CCOCC1)Cc1cccs1)NC1CCCC1,4%
CC(C)(C)N1OC2CC1c1nc3ccccc3n1C2 (stereo not drawn),-5%[57.5 µM]
C=CCn1c(Cc2cccc3ccccc23)n[nH]c1=S,-5%
Cc1[nH]c2ccccc2c1CN1CCC(CO)(Cc2ccccc2)CC1,3%
COc1ccc(CCNC2CC(=O)N(C3CCCCC3)C2=O)cc1OC (stereo not drawn),26%
CS(=O)(=O)N(CC(=O)Nc1ccccc1C(=O)N1CCOCC1)c1ccc(Cl)cc1,-2%[57.5 µM]
CCN1CCN(c2cc3nc(C)n(Cc4ccccc4)c(=O)c3cc2NC(=O)c2ccccc2F)CC1,-5%
COc1ccc(CN(CC2CCCO2)C(=O)c2cc3ccccc3oc2=O)cc1 (stereo not drawn),6%

# Screens as filed in PubChem.

# Not all compounds are listed; the hit share may differ from the screen's.
